TCR CD3 inh: inhibitors of human TCR-CD3 interaction, primary screen, biochemical, fluorescence, TAMRA-labeled TCR probe; T-cell receptor (TCR); inhibition, % at 9.4 µM; 360,000 tested, 0.37% active; AID 651800, 2012; in the data active = inhibition above about 19%;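 also: recombinant mutant TCR 2C K166C tagged with TAMRA read by polarization; 0% = receptor in buffer alone and 100% = receptor with positive control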
HTRA1 inhibitor: HTRA1 serine protease inhibitors, primary screen, biochemical, fluorescence polarization, HTS; Q92743; recombinant HTRA1, FP-rhodamine activity-based probe; AID 504803, 2011; inhibition, % at 5.96 µM; 340,000 tested, 0.5% active; in the data active = inhibition above about 36%;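 also: 0% = enzyme with DMSO and 100% = wells lacking enzyme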
rCAG binder: binders of r(CAG) RNA repeats, primary screen, biochemical, fluorescence; r(CAG) RNA repeat, TO-PRO-1 dye displacement fluorescence; inhibition, % at 3 µM; 370,000 tested, 1.3% active;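 active = inhibition above the plate cutoff, the mean of all test compounds on that plate plus 3 SD, cut at about 35% in these data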;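 also: 0% = DMSO alone and 100% = 100 µM mitoxantrone as full dye displacement; higher means more dye released from RNA so lower well fluorescence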
PG9 Ab binder: binders of HIV-1 gp120 antibody PG9, primary screen, biochemical, TR-FRET | TR-FRET gp120-PG9 antibody binding | inhibition, % at 6.7 µM | 360,000 tested, 0.43% active | AID 624416, 2012; in the data active = inhibition above about 8.5%
Rev-erbA mod: modulators of Rev-erb alpha DNA binding, primary screen, biochemical, FITC-DNA, fluorescence polarization, uHTS; Nuclear receptor subfamily 1 group D member 1 (Homo sapiens), P20393; AID 1259318, 2017; Rev-erbα–FITC-DNA binding, 90 min; activity, % at 10 µM; 370,000 tested, 0.79% active;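 active = activity above about 14%, limit read from the data; passing the limit was not always enough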;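 also: 0% = DMSO wells with 35 nM protein and 100% = DMSO wells with 750 nM protein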
PRMT1 FP inh: PRMT1 methyltransferase inhibitors, primary screen, biochemical, fluorescence polarization; Protein arginine N-methyltransferase 1 (Homo sapiens), Q99873; inhibition, % at 2.79 µM; AID 652257, 2013; recombinant PRMT1, activity-based probe fluorescence polarization; 370,000 tested, 1.3% active;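 active = inhibition above about 21% made by adding two undisclosed values, limit read from the data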
Target sequence (Q99873 whole entry, looked up): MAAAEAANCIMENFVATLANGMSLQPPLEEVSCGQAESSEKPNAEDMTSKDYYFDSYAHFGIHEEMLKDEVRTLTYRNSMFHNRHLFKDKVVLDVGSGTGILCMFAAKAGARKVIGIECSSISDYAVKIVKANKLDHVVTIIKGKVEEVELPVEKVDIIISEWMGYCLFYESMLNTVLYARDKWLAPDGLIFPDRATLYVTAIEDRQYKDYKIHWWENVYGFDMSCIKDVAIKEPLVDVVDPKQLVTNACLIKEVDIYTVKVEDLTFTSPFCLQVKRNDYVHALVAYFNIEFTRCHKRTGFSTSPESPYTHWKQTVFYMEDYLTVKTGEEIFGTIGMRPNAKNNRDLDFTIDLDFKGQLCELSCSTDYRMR
LEDGF integ inh: blockers of LEDGF/p75-dependent integrase strand transfer – biochemical, TR-FRET, high throughput, primary screen | AID 743269, 2014 | inhibition, % at 3.7 µM | TR-FRET IN-LEDGF/p75 DNA integration, Eu/Cy5 | 370,000 tested, 0.64% active | HIV-1 integrase (with human LEDGF/p75);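 active = inhibition above the screen-wide mean plus 3 SD, cut at about 13% in these data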;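 also: signal is the Cy5 over europium emission ratio at 671 and 618 nm; 0% = plate median of compound wells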
SIAE primary: human SIAE inhibitors, primary screen, biochemical, fluorescence polarization, FP-Rh probe, 1536-well HTS; Sialate O-acetylesterase (Homo sapiens), Q9HAT2; SIAE FP-Rh probe binding; inhibition, % at 9.66 µM; 370,000 tested, 0.69% active; AID 1053197, 2014;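 active = inhibition above a cutoff: mean of compounds within the control limits plus 3 SD of those, cut at about 17% in these data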;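 also: 0% = plate median of compound wells and 100% = probe without SIAE protein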
ABHD4 inh: ABHD4 inhibitors, primary screen, biochemical, fluorescence polarization, mouse; purified mABHD4, FP-Rh probe fluorescence polarization; inhibition, % at 8.92 µM; 370,000 tested, 0.54% active;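 active = inhibition exceeding the mean over every tested compound plus 3 SD, cut at about 30% in these data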;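 also: 0% = plate median of compound wells and 100% = S159A mutant with DMSO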
Target sequence (Q8VD66 whole entry, looked up): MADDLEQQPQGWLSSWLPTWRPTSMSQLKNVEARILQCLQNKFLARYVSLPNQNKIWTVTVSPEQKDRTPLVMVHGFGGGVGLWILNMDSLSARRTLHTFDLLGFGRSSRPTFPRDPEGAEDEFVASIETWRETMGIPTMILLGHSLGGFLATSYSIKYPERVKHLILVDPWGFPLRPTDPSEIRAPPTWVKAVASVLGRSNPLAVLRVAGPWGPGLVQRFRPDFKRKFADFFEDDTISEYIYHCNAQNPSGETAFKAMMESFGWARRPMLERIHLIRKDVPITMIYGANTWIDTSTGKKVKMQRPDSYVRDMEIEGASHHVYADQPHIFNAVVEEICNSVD
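system = mouse ABHD4 enzyme, wild type | medium = HEPES pH 7.0, NaCl, Pluronic buffer | also added = FP-Rh probe | incubation = Enzyme–compound pre-incubation 45 min, then probe 60 min, both 25 °C | technique = fluorescence polarization, excitation 525 nm, emission 598 nm, BODIPY TMR filters | controls = S159A mutant high control, sample median low control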
TDP2 absorb: human TDP2 enzyme inhibitors, primary screen, biochemical, epi absorbance, recombinant enzyme; Tyrosyl-DNA phosphodiesterase 2 (Homo sapiens), O95551; T5PNP hydrolysis, p-nitrophenol absorbance 415 nm; inhibition, % at 12.8 µM; 370,000 tested, 0.34% active;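 active = inhibition above the mean of all tested compounds plus 3 SD, set per campaign, cut at about 25% in these data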;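 also: 0% = DMSO with enzyme and 100% = buffer with substrate but no TDP2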
Target sequence (O95551 whole entry, looked up): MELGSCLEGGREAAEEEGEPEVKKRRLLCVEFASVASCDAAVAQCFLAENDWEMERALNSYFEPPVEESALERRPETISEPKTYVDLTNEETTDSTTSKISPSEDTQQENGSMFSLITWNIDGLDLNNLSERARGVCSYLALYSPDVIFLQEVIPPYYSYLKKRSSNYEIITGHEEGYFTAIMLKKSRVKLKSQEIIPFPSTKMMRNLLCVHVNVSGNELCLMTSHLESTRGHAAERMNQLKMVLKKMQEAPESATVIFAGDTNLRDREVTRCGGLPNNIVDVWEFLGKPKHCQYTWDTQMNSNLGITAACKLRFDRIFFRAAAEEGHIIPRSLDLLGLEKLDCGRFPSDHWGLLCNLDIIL
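Test system: human TDP2 enzyme; Input: 120 nM TDP2 per well; Buffer or medium: Mg2+-containing Tris-HCl buffer, pH 7.5; Reagent: 5 mM T5PNP; Dosing: 12.8 µM single point, 1% DMSO; Incubation: reaction 2 h, 37 °C; Detection: p-Nitrophenol epi absorbance; Read-out: % inhibition relative to enzyme-containing and enzyme-free wells; Replicates: single well per compound.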
* = called active by the depositor; nt = not tested or not shown. This is a subset. The share of hits here may be higher or lower than overall.

SMILES | TCR CD3 inh | HTRA1 inhibitor | rCAG binder | PG9 Ab binder | Rev-erbA mod | PRMT1 FP inh | LEDGF integ inh | SIAE primary | ABHD4 inh | TDP2 absorb
COCCSc1ccccc1C(=O)NCc1ccco1 | 5 | 11 | 0 | -0.9 | -4 | 2 | 1 | 4 | 8 | -2
COc1ccc(N(CC(=O)NC(C)C)S(=O)(=O)c2ccc(NC(C)=O)cc2)cc1 | 6 | -4 | 2 | -0.6 | -1 | 0 | 3 | 0 | 1 | 2
COc1ccc(S[C@]2(C(=O)NCC(C)C)CC(=O)N[C@@H]2c2ccc(OC)cc2)cc1 | nt | nt | 0 | nt | -11 | 3 | -1 | 0 | 2 | 4
COc1ccccc1C(NC(=O)C1CCN(CCOc2ccc(Cl)cc2)CC1)c1ccccn1 (stereo not given) | -3 | nt | 2 | 5.7 | -4 | -2 | 2 | 3 | -2 | 2
CC(=O)Nc1ccc2nc(-c3ccc(Br)o3)[nH]c2c1 | 6 | -5 | 1 | -1.5 | -3 | 1 | 2 | 5 | 0 | 16
Cc1ccc(C(=O)NC(=S)NNC(=O)COc2ccccc2C)cc1 | 1 | 3 | 3 | -0.5 | -7 | 0 | -5 | -2 | -4 | -8
CCCCC(=O)Nc1nc(-c2ccc(S(=O)(=O)N3CCOCC3)cc2)cs1 | 0 | -13 | 2 | -0.8 | 3 | 5 | -2 | -2 | -3 | 7
COc1cc(C(=O)N/N=C/c2cccc(Oc3ccccc3)c2)ccc1O | 10 | 0 | 9 | -2.3 | 7 | -1 | 2 | 2 | -16 | 0
C=CCn1c(=O)[nH]c2cc(C(=O)N3CCN(c4cc(C)ccc4C)CC3)ccc2c1=O | 5 | -28 | -3 | 0.4 | 3 | 2 | -5 | -11 | 5 | 1
COc1ccc(S(=O)(=O)N2CCCCCC2)cc1C(=O)N1CCN(c2ccccc2O)CC1 | 1 | -2 | 7 | -1.0 | 3 | 1 | 2 | 20* | 8 | -4
CN1/C(=C/C2CC(=O)N(c3ccc([N+](=O)[O-])cc3)C2=O)C(C)(C)c2ccccc21 (stereo not given) | 4 | -1 | 14 | 0.2 | -2 | 3 | -1 | 7 | -2 | -9
O=S(=O)(c1cccs1)N1CCN(c2ccccc2)CC1 | -5 | -8 | 1 | -1.0 | -1 | 7 | -8 | 3 | 1 | -6
O=C(N[C@H](Cc1ccccc1)C(=O)N1CCCN(Cc2ccccc2F)CC1)[C@H]1O[C@@H](n2ccc(=O)[nH]c2=O)[C@H](O)[C@@H]1O | -1 | nt | 1 | -1.5 | 2 | 0 | 0 | -7 | -8 | 7
COc1ccc(C(=O)NC(=S)N2CCN(c3ccccc3O)CC2)cc1 | 0 | 12 | 10 | 2.3 | 7 | 12 | -3 | 9 | 17 | 6
O=[N+]([O-])c1ccc(O)c(/C=N/Nc2ccc(Cl)nn2)c1 | -2 | 19 | 4 | -4.2 | 1 | 1 | 3 | -2 | 6 | -2
O=C(Cn1cccc1C(=O)c1ccccc1)NCc1ccccn1 | 1 | 7 | 1 | 0.5 | -3 | 0 | 2 | 10 | 2 | -5
Nc1ccccc1N=Nc1ccccc1N | -5 | 42* | -7 | -5.4 | 11 | 4 | 5 | 8 | 9 | 23
C/C(N)=C(/C#N)C(=O)COC(=O)[C@@H](NC(=O)c1ccccc1Cl)C(C)C | 2 | 11 | -5 | 0.5 | -1 | -3 | -1 | -1 | -9 | 2
O=C(Nc1ccc(N2CCOCC2)cc1)c1cccc(-n2cnnc2)c1 | 1 | 1 | 0 | -3.6 | 2 | -2 | 0 | -7 | 0 | -9
C/C=C\C=C\C(=O)Nc1cccc(C2=NOC3(C2)C[C@@H](C(N)=O)N(C(=O)C(c2ccccc2)c2ccccc2)C3)c1 (stereo not given in full) | 0 | -82 | 16 | -0.9 | 0 | 14 | 0 | -45 | -36 | -8
CC(C)[C@H](NS(=O)(=O)c1ccccc1)C(=O)OCC(=O)NC(=O)NC1CCCCC1 | -6 | 1 | 0 | -2.8 | 7 | 1 | 1 | -1 | 3 | -11
COc1ccccc1N1CC(C(=O)OCC(=O)c2ccc(F)cc2)CC1=O (stereo not given) | -12 | 3 | -1 | 0.4 | 4 | 1 | 2 | -3 | -9 | -3
O=C(COC(=O)c1cc(Cl)ccc1O)NC(=O)NCc1ccccc1 | 2 | -5 | 3 | 0.9 | -7 | 3 | -1 | -22 | 2 | -8
CCN(CC(=O)NCc1ccc(Cl)cc1)CC(=O)NC1(C#N)CCCC1 | 6 | 0 | -3 | -0.7 | -3 | -3 | 1 | 6 | -3 | 11
CCC1(C)Cc2c(c(=O)n(-c3ccccc3)c3ncnc(N)c23)CO1 (stereo not given) | -4 | -3 | 1 | -0.1 | -6 | -1 | 1 | -7 | 5 | -1
O=C(CCNS(=O)(=O)c1ccc(Br)cc1)NCCCSc1ccccc1 | -7 | -1 | 2 | -1.5 | 6 | 1 | -7 | 6 | -7 | -4
COc1ccc(OCCn2cc(/C=C(\C#N)C(=O)NCc3ccco3)c3ccccc32)cc1 | 6 | -6 | 6 | -0.8 | 0 | -2 | -1 | -4 | 4 | -2
O=C(c1ccco1)N1CCN(c2ccc(N3CCCCC3)nn2)CC1 | -4 | 1 | 17 | 0.5 | -4 | -3 | -2 | 1 | 2 | 13
O=C(O)CCCN1C(=O)/C(=C\c2ccccc2OCc2ccccc2)SC1=S | -1 | -60 | 52* | -1.6 | 6 | -1 | 6 | -4 | -9 | -12
O=C(COC(=O)CSCc1ccccc1)NCc1ccccc1 | 2 | 2 | -4 | 0.2 | 0 | -1 | 1 | 1 | -2 | 14
CCCCn1c(CCl)nc2cc(S(=O)(=O)N3CCOCC3)ccc21 | -4 | -20 | 0 | 0.0 | 0 | 2 | -1 | 9 | 1 | -10
Cc1ccc(-c2cc(C(=O)Nc3c(C)n(C)n(-c4ccccc4)c3=O)no2)cc1 | 1 | 2 | -2 | -0.4 | -7 | -2 | 5 | -9 | 5 | -8
CCOC(=O)c1c(C)[nH]c(C(C)=O)c1C | 7 | 2 | -3 | 0.0 | -2 | -4 | 0 | -3 | 1 | 2
O=C(C1CCCO1)N1CCN(C(=S)Nc2ccc(Cl)cc2Cl)CC1 (stereo not given) | 4 | 2 | -5 | 0.7 | 4 | 2 | 1 | 0 | -2 | 6
Cc1ccc(NC(=S)NC2CCN(Cc3ccccc3)CC2)cc1C | -6 | 5 | -5 | 3.2 | 7 | 0 | -4 | 5 | 2 | 10
Cc1cc(C)cc(N2C(=O)CCN(Cc3ccccc3)C2=O)c1 | -5 | 1 | -4 | -1.1 | -1 | -2 | -3 | -3 | 5 | 6
CCCCNS(=O)(=O)c1ccc(OCC(=O)OC)cc1 | 8 | 2 | -3 | 0.8 | 6 | 0 | 2 | 3 | 4 | 6
Cc1ccccc1C(OCC(O)CN1CCCCC1CCO)c1ccccc1 (stereo not given) | -3 | -13 | -7 | 0.6 | -2 | 0 | -5 | -4 | 10 | -6
Cc1ccc(S(=O)(=O)N2CCCC2C(=O)NC2=NCCS2)cc1 (stereo not given) | -5 | 1 | 6 | -3.5 | 11 | 1 | 0 | -5 | -9 | -1
Cc1ccc(C(=O)Nc2ccc(C(=O)N3CCCCC3C)cc2)cc1 (stereo not given) | 6 | -1 | -7 | 1.6 | -3 | 1 | 2 | -6 | 1 | -12
COc1ccc(NC(=S)N=Nc2c(O)[nH]c3ccccc23)cc1 | -2 | 6 | 23 | -3.5 | -1 | -3 | -5 | 6 | 13 | -14
CC1CC(C)CN(C(=O)Cn2c(-c3nonc3N)nc3ccccc32)C1 (stereo not given) | -5 | -3 | -2 | 0.1 | -3 | 5 | -1 | -4 | -22 | -1
Cc1cc(NS(=O)(=O)c2ccc(Nc3nc(-c4ccc(C)c(C)c4)cs3)cc2)no1 | -2 | -45 | 88* | -0.2 | 0 | 6 | 4 | 12 | 22 | 11
O=C(NCc1ccccc1)C1=C[C@@H](c2ccc3c(c2)OCO3)C[C@@H](OCc2ccc(CO)cc2)O1 | 4 | -40 | 6 | -0.4 | -2 | 3 | 1 | -3 | -8 | 11
CCCN1CCC(NC(=O)Nc2ccc(OC)c(OC)c2)CC1 | 3 | 2 | 4 | -2.5 | -12 | -5 | 0 | -9 | -5 | -16
N#Cc1c(Nc2ccccc2Cl)s[nH]c1=O | 2 | -5 | 2 | 0.3 | -2 | 23* | 2 | 0 | 4 | 8
Cc1ccc(S(=O)(=O)N(C#N)c2nc(C)cc(C)n2)cc1 | -4 | 2 | 3 | 0.9 | -2 | 1 | 2 | -7 | 3 | -1
OCCNc1nc(N2CCN(Cc3ccccc3)CC2)nc2ccccc12 | -7 | 2 | -2 | -3.0 | 0 | -1 | 3 | 8 | -10 | 1
CC(C)c1ccc(NC(=O)[C@H](NC(=O)[C@@H]2Cc3ccccc3CN2)c2ccccc2)cc1 | 2 | -19 | -2 | -2.0 | 3 | 1 | -17 | 3 | 5 | -2
COc1cc(CNCCSc2nnnn2C)cc(OC)c1OC | -2 | 4 | 5 | -2.1 | 0 | 3 | 7 | 0 | 2 | -9
COc1ccc2cc3cc(C(=O)N4CCN(Cc5ccc6c(c5)OCO6)CC4)oc3nc2c1 | 4 | -16 | -4 | 0.0 | -6 | 0 | 7 | -1 | 1 | 12
O=C(c1n[nH]c2c1CCC2)N1CCCC(Nc2cccc(F)c2)C1 (stereo not given) | 5 | 15 | -4 | -4.2 | 2 | -5 | 1 | 9 | -1 | -4
Cc1cc(=O)oc2cc(OCC3CC(c4ccc(N(C)C)cc4)=NO3)ccc12 (stereo not given) | 12 | -3 | -1 | 0.3 | 7 | 1 | -5 | -5 | 9 | -6

Three of the entries above in order of the Rev-erbA mod value, lowest first.
canonical_smiles	Rev-erbA mod
COc1ccc2cc3cc(C(=O)N4CCN(Cc5ccc6c(c5)OCO6)CC4)oc3nc2c1	-6
COc1cc(CNCCSc2nnnn2C)cc(OC)c1OC	0
Cc1cc(=O)oc2cc(OCC3CC(c4ccc(N(C)C)cc4)=NO3)ccc12 (stereo not given)	7

Screening data as filed in PubChem.
